High-throughput results (PubChem)
ATG4B inh: blocks human ATG4B protease cleavage of LC3 substrate; ATG4B cleavage of LC3-PLA2, NBD-HPC fluorescence, 1 h; AID 504462; inhibition, % at 8.33 µM; Q9Y4P1; 0.51% of 340,000 active; in the data active = inhibition above about 40%
Target sequence (Q9Y4P1 whole entry, looked up): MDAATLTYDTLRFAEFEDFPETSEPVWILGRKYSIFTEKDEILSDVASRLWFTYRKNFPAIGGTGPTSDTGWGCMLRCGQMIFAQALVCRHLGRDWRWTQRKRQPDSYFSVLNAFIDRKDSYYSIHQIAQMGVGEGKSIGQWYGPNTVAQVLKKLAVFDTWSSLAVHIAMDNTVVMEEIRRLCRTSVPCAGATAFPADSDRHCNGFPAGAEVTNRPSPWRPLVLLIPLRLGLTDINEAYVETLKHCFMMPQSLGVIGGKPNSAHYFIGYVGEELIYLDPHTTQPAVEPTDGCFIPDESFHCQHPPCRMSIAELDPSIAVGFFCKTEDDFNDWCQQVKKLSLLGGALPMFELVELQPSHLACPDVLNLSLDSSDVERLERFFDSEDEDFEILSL
mIAP inh: mouse IAP inhibition. purified mouse IAP, CDP-Star luminescence, 30 min. inhibition, % at 10 µM. 0.2% of 330,000 active;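 active = inhibition of at least 40% at 10 µM in the primary screen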;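 note: plate controls were DMSO with enzyme for no effect and no enzyme wells for full effect; values of inactives mirror those of a sister screen read the other way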
hIAP inh: blocks human intestinal alkaline phosphatase; purified IAP, CDP-Star luminescence, 30 min; inhibition, % at 10 µM; 0.12% of 330,000 active;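 active = inhibition reaching a set limit with compound at 10 µM in the primary screen, cut at about 35% in these data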;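 note: plate controls were DMSO wells with enzyme for no effect and no-enzyme buffer wells for full effect; values of inactives mirror those of a sister screen read the other way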
Target sequence (P09923 whole entry, looked up): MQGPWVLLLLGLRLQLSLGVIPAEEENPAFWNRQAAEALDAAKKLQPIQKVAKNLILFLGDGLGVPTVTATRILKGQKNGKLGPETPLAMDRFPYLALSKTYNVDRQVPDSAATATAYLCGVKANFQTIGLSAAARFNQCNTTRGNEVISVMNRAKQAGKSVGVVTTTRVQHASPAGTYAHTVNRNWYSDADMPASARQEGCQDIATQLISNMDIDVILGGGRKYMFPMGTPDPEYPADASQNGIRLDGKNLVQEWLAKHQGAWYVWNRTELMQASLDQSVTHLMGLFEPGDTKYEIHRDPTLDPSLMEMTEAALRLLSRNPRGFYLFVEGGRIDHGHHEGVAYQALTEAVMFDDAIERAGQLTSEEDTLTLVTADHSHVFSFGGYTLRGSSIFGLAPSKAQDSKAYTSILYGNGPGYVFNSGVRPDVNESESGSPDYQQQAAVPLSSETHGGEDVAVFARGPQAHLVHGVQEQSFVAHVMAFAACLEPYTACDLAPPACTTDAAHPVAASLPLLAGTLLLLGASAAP
hIAP act: increases human intestinal alkaline phosphatase activity. purified human IAP, CDP-Star luminescence, 30 min; hits give high values; 1 = vehicle-only enzyme, 0 = enzyme-free background. activation factor at 10 µM. 0.16% of 330,000 active. AID 2524;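 active = activation factor of the enzyme at least 2-fold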; note: the source names both 10 and 20 µM as test concentration; values of inactives mirror those of a sister screen read the other way
mIAP activ: mouse IAP activation | muIAP, CDP-Star luminescence, 30 min; hits give high values; 1 = vehicle-only enzyme signal, 0 = enzyme-free wells | activation factor at 10 µM | 0.24% of 330,000 active;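 active = activation factor of at least 2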; note: the source names both 10 and 20 µM as test concentration; values of inactives mirror those of a sister screen read the other way
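Assay system: mouse IAP enzyme; Reagent: CDP-Star chemiluminescent phosphatase substrate; Compound: DMSO-dissolved test compounds; Incubation: 30 min, room temperature; Technique: luminescence from enzymatic CDP-Star hydrolysis; Controls: DMSO-only wells and no-enzyme negative control.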
HKDC1 inh: blocks human hexokinase HKDC1 activity. Q2TB90. recombinant HKDC1, G6PDH/diaphorase resazurin coupled fluorescence. inhibition, % at 20 µM. 0.16% of 340,000 active. AID 493160;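 active = inhibition above about 35% when tested at 20 µM, limit read from the data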;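 note: plate controls were DMSO wells with enzyme for no effect and DMSO wells lacking enzyme for full effect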
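Material: recombinant HKDC1 hexokinase; Amount: HKDC1 at 5 µg/mL; Medium: Tris pH 8.0 buffer with MgCl2, Tween-20, BSA, BME; Schedule: 90 min reaction incubation at room temperature, dark; Technique: coupled resazurin fluorescence, excitation 525 nm, emission 613 nm.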
A3A deaminase: blocks human APOBEC3A ssDNA deamination; P31941; recombinant A3A, FAM/TAMRA ssDNA deamination fluorescence; inhibition, % at 20 µM; 0.41% of 330,000 active; AID 493011;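 active = at least 40% inhibition at 20 µM here, with at most 30% in a related deaminase screen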;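 note: plate controls were A3A with DMSO for no effect and wells lacking A3A enzyme for full effect; some results filed as inactive read as strong as hits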
PfGluPho inh: PfG6PD (Plasmodium falciparum) enzyme inhibition; inhibition, % at 20 µM; PfGluPho enzyme, NADPH resazurin-diaphorase fluorescence; AID 504690; 0.78% of 350,000 active;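 active = inhibition reaching at least a set limit at 20 µM in the primary screen, cut at about 59% in these data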;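 note: 0% = DMSO wells with substrate and 100% = DMSO wells lacking glucose-6-phosphate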
Numbers without * were called inactive; nt = not tested or not shown.

nr	mol	ATG4B inh	mIAP inh	hIAP inh	hIAP act
1	CC1CCCCC1NC(=S)Nc1ccc(SC(F)F)cc1 (stereo not given)	23	-227	-10	1.1
2	Cc1noc(C)c1CSc1nc2[nH]ncc2c(=O)n1-c1ccccc1	-6	1	-10	1.1
3	c1nc(NCC2CCCO2)c2[nH]cnc2n1 (stereo not given)	9	12	11	0.89
4	CCc1ccc(-n2c(=O)c3c(C)c(C)sc3n(CC(=O)NCC3CCCO3)c2=O)cc1 (stereo not given)	-2	-6	6	0.94
5	CSCCC1C(=O)OC2(C)CC(C)(C)NC(=S)N12 (stereo not given)	-8	6	-25	1.2
6	CCOc1ccccc1NC(=O)Cn1nnc(C(=O)NCc2ccc3c(c2)OCO3)c1N	-12	-4	-18	1.2
7	O=C1C2C3C=CC(CC3)C2C(=O)N1c1cccc(C(F)(F)F)c1 (stereo not given)	-4	10	-19	1.2
8	COc1ccc(CCNc2oc(-c3ccco3)nc2C#N)cc1	-2	0	12	0.88
9	Cc1ccc2nc(SCC(=O)NCc3ccccc3Cl)nc(=O)n2c1	-9	5	-5	1.1
10	CC1CC(C)CN(S(=O)(=O)c2cc3c4c(c2)CCC(=O)N4CCC3)C1 (stereo not given)	-3	-2	-5	1.1
11	Cn1c2ccc(F)cc2c2ncn(CCN3CCOCC3)c(=O)c21	-11	-1	6	0.94
12	Cc1cc(N=Nc2c(O)c3ccccc3[nH]c2=O)ccc1N=Nc1ccc(C(=O)N(C)C)cc1	0	12	9	0.91
13	Cc1nc(SC2C=CS(=O)(=O)C2)n[nH]1 (stereo not given)	-5	7	-9	1.1
14	CCOC(=O)Cc1csc(NC(=S)NC(=O)c2ccc(C)cc2)n1	4	11	7	0.93
15	O=C(CN1C(=O)NC2(CCCCC2)C1=O)Nc1ccc2c(c1)CCC2	-9	-6	-4	1

nr	mIAP activ	HKDC1 inh	A3A deaminase	PfGluPho inh
1	3.3*	2	-5	27
2	0.99	-8	0	4
3	0.88	-9	-1	-1
4	1.1	-1	-1	-11
5	0.94	-2	-5	-13
6	1	-3	1	-7
7	0.9	-9	-5	-18
8	1	-8	-5	11
9	0.95	-1	-3	9
10	1	0	2	-9
11	1	-7	2	-15
12	0.89	-2	2	3
13	0.93	-11	2	-5
14	0.89	17	-3	-27
15	1.1	-6	1	-8

(continued)
nr	mol	ATG4B inh	mIAP inh	hIAP inh	hIAP act
16	Cn1c(=O)c2c(nc(NC3CCCCC3)n2Cc2ccccc2)n(C)c1=O	3	-20	-25	1.2
17	CCc1ccccc1NC(=O)c1cc(C)no1	-8	-7	-6	1.1
18	CCCn1c(N)c(N(CCOC)C(=O)CCC2CCCCC2)c(=O)[nH]c1=O	4	-4	2	0.98
19	CCOC(=O)N1CCN(C(=O)c2cn(CC)c3ccc(S(=O)(=O)N4CCC(C)CC4)cc3c2=O)CC1	2	10	2	0.98
20	Cn1c2c(c(=O)n(C)c1=O)C(CC(=O)Nc1ccccc1F)C(=O)N2 (stereo not given)	-5	3	-16	1.2
21	CCOCCCNc1nc2c(C)cccn2c(=O)c1/C=C1\SC(=S)N(C(C)CC)C1=O (stereo not given)	9	30	36*	0.64
22	O=C(COC(=O)c1ccccc1)Nc1ccc(Cl)cn1	-4	3	-17	1.2
23	COc1ccc(N(C)S(=O)(=O)c2ccc3c(c2)CC(C)N3C(=O)C2CC2)c(OC)c1 (stereo not given)	-2	1	-11	1.1
24	O=C1N=C(N2CCN(Cc3ccccc3)CC2)S/C1=C/c1cccs1	-4	-2	-18	1.2
25	CCOC(=O)N1CCN(C(=O)c2ccc(OCC)cc2)CC1	9	-4	-5	1
26	CC(C(=O)N1CCN(c2ccc([N+](=O)[O-])cc2)CC1)N1C(=O)C2CC=CCC2C1=O (stereo not given)	-7	7	5	0.95
27	Oc1ccc2ccccc2c1/C=N/c1nc2c(s1)CCCC2	-4	5	6	0.94
28	COc1ccc(NC(=O)Nc2cccc3ccccc23)c(OC)c1	-10	-12	-17	1.2
29	CCOCCCNCC(=O)N1CCN(S(=O)(=O)c2ccc(C)cc2)CC1	1	19	-2	1
30	CC(=O)c1cccc(S(=O)(=O)Nc2cccc(S(=O)(=O)NC3=NCCC3)c2)c1	6	-8	-9	1.1

nr	mIAP activ	HKDC1 inh	A3A deaminase	PfGluPho inh
16	1.2	-2	-7	17
17	1.1	3	2	1
18	1	1	8	-12
19	0.9	-14	13	-2
20	0.97	-3	-2	4
21	0.7	2	-33	39
22	0.97	-8	-3	6
23	0.99	1	-1	10
24	1	2	-3	13
25	1	-8	-2	3
26	0.93	-4	-4	-7
27	0.95	27	-2	43
28	1.1	3	2	7
29	0.81	-7	5	0
30	1.1	-11	5	-4

New compounds follow
nr	mol	ATG4B inh	mIAP inh	hIAP inh	hIAP act
31	CCOc1ccccc1OCC(=O)O	7	26	-6	1.1
32	CC1Cc2cc(S(=O)(=O)N3CCC(C(=O)N(C)Cc4ccco4)CC3)ccc2N1C(=O)C1CCC1 (stereo not given)	2	3	10	0.9
33	CCCN(CCC)C(=O)C[n+]1cccc(/C=N/O)c1	7	2	12	0.88
34	CC(OC(=O)/C(C#N)=C/c1ccc(N(C)C)cc1)C(=O)N(C)c1ccccc1 (stereo not given)	10	21	9	0.91
35	CCOc1ncccc1C(=O)OCC(=O)NC1CC1	0	-2	-9	1.1
36	COc1ccccc1-c1cn[nH]c1-c1ccc(OCC(=O)NN)cc1O	-8	-7	-83	1.8
37	NC(=O)c1c(NC(=O)c2cnccn2)sc2c1CCCC2	-2	5	-8	1.1
38	N#Cc1c(SCC(N)=O)nc2c(c1-c1ccncc1)CCCC2	-2	5	13	0.87
39	COc1ccc(N2CC(C(=O)Nc3nnc(SCCC4OCCO4)s3)CC2=O)cc1 (stereo not given)	-11	4	-3	1
40	COCc1ccc(CN2CCc3c([nH]c4ccccc34)C2C(C)(C)C)o1 (stereo not given)	8	3	-14	1.1
41	Clc1ccc(-c2cn3nc4c(nc3n2)CCCC4)cc1	-2	6	1	0.99
42	CCOC(=O)C1CCN(C(=O)COC(=O)CNC(=O)c2sc3ccccc3c2Cl)CC1	-7	2	-6	1.1
43	CC(NC(=O)c1ccccc1Br)c1nnc(SCC(=O)NC2CCCCC2)n1C (stereo not given)	1	0	-11	1.1
44	CCOC(=O)Nc1c(C(=O)OC)[nH]c2cc(OC)ccc12	1	5	10	0.9
45	CN(/N=C/c1ccc([N+](=O)[O-])o1)c1ccccc1	-6	23	-4	1

nr	mIAP activ	HKDC1 inh	A3A deaminase	PfGluPho inh
31	0.74	-3	2	-1
32	0.97	-3	-3	-8
33	0.98	-11	-4	3
34	0.79	nt	-2	nt
35	1	-2	20	1
36	1.1	-4	3	6
37	0.95	-2	1	-2
38	0.95	-4	0	16
39	0.96	3	-2	15
40	0.97	-2	3	4
41	0.94	3	-2	15
42	0.98	-3	-4	-18
43	1	-8	-2	-12
44	0.95	0	-2	8
45	0.77	-6	0	34

Some of these compounds in order of count of non-hydrogen atoms, low to high:
nr	mol	ATG4B inh	mIAP inh	hIAP inh	hIAP act
35	CCOc1ncccc1C(=O)OCC(=O)NC1CC1	0	-2	-9	1.1
41	Clc1ccc(-c2cn3nc4c(nc3n2)CCCC4)cc1	-2	6	1	0.99
37	NC(=O)c1c(NC(=O)c2cnccn2)sc2c1CCCC2	-2	5	-8	1.1

nr	mIAP activ	HKDC1 inh	A3A deaminase	PfGluPho inh
35	1	-2	20	1
41	0.94	3	-2	15
37	0.95	-2	1	-2

Full records from above. Screens in order: ATG4B inh, mIAP inh, hIAP inh, hIAP act, mIAP activ, HKDC1 inh, A3A deaminase, PfGluPho inh
CCOC(=O)N1CCN(C(=O)c2cn(CC)c3ccc(S(=O)(=O)N4CCC(C)CC4)cc3c2=O)CC1 in the list: 2, 10, 2, 0.98, 0.9, -14, 13, -2
CCCn1c(N)c(N(CCOC)C(=O)CCC2CCCCC2)c(=O)[nH]c1=O in the list: 4, -4, 2, 0.98, 1, 1, 8, -12

Remaining list, next part:
nr	mol	ATG4B inh	mIAP inh	hIAP inh	hIAP act
46	CCN(CC(=O)Nc1ccc(NC(C)=O)cc1)C(=O)/C=C/c1cn(Cc2ccccc2)nc1-c1cccnc1	-2	4	24	0.76
47	COc1ccc(C(c2c(O)cc(C)oc2=O)c2c(O)cc(C)oc2=O)cc1	14	-1	17	0.83
48	Cc1ccc(/C=C/C(=O)N2CCN(S(=O)(=O)c3c(C)c(C)cc(C)c3C)CC2)o1	14	2	4	0.95
49	Cc1ccc(NC(=O)CN2C(=O)NC(C)(C3CC3)C2=O)c([N+](=O)[O-])c1 (stereo not given)	9	-10	0	1
50	CCS(=O)(=O)C1=NSC2=NC(=O)/C(=C\c3ccc(OS(=O)(=O)c4ccccc4)cc3)C(=N)N21	43*	17	11	0.89
51	COc1ccc(OCC(=O)N/N=C/c2ccncc2)cc1	5	0	1	0.99
52	O=c1[nH]nc(Cc2ccc(-c3ccc(Cl)cc3)o2)c2ccccc12	-19	13	-1	1
53	COc1ccccc1OCc1ccc(C(=O)NN)o1	-14	-4	-22	1.2
54	CC(C(=O)NC1CCCC1)N(C(=O)c1ccc(-c2ccccc2)[nH]1)c1ccccc1F (stereo not given)	16	-1	-6	1.1
55	CC(=O)Nc1cc(C(=O)NCc2ccco2)ccc1Sc1ccc(Cl)cc1	-5	-3	5	0.95
56	CCCCn1c(CN2CCN(c3cccc(Cl)c3)CC2)nc2c1c(=O)[nH]c(=O)n2C	-16	2	-41	1.4
57	CCCCn1c(=O)n(CC(=O)Nc2c(CC)cccc2CC)c(=O)c2c1nc(CO)n2CCC	1	1	-6	1.1

nr	mIAP activ	HKDC1 inh	A3A deaminase	PfGluPho inh
46	0.96	-5	20	-4
47	1	-10	1	-21
48	0.98	-3	-2	44
49	1.1	-1	-3	-14
50	0.83	16	0	-15
51	0.99	-6	4	5
52	0.87	0	1	-7
53	1	-1	-1	-4
54	1	2	-4	1
55	1	-10	3	-13
56	0.98	-3	-2	9
57	0.99	-1	-1	-9

Some entries already given with just mIAP inh and mIAP activ:
| No. | Molecule | mIAP inh | mIAP activ |
| --- | --- | --- | --- |
| 49 | Cc1ccc(NC(=O)CN2C(=O)NC(C)(C3CC3)C2=O)c([N+](=O)[O-])c1 (stereo not given) | -10 | 1.1 |
| 57 | CCCCn1c(=O)n(CC(=O)Nc2c(CC)cccc2CC)c(=O)c2c1nc(CO)n2CCC | 1 | 0.99 |
| 55 | CC(=O)Nc1cc(C(=O)NCc2ccco2)ccc1Sc1ccc(Cl)cc1 | -3 | 1 |
| 50 | CCS(=O)(=O)C1=NSC2=NC(=O)/C(=C\c3ccc(OS(=O)(=O)c4ccccc4)cc3)C(=N)N21 | 17 | 0.83 |
| 48 | Cc1ccc(/C=C/C(=O)N2CCN(S(=O)(=O)c3c(C)c(C)cc(C)c3C)CC2)o1 | 2 | 0.98 |
| 54 | CC(C(=O)NC1CCCC1)N(C(=O)c1ccc(-c2ccccc2)[nH]1)c1ccccc1F (stereo not given) | -1 | 1 |
